# Screens as filed in PubChem.
# AmpC detergent: AmpC beta-lactamase inhibition with detergent present | P00811 | AmpC hydrolysis of nitrocefin, absorbance 480 nm, 0.01% Triton | Potency, µM (top dose mostly 114 µM), without a hit: top-dose activity change, negative = inhibition, actives largely listed as inhibitors | 370,000 compounds, 0.041% hits | AID 485294;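 note: potency is the fitted concentration of half-maximal effect; 0% = no-compound wells and -100% = no-enzyme wells; nearly all actives have a fitted effect of over 25% in size; some results filed as inactive show a strong effect at the top dose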
# Target sequence (P00811 whole entry, looked up): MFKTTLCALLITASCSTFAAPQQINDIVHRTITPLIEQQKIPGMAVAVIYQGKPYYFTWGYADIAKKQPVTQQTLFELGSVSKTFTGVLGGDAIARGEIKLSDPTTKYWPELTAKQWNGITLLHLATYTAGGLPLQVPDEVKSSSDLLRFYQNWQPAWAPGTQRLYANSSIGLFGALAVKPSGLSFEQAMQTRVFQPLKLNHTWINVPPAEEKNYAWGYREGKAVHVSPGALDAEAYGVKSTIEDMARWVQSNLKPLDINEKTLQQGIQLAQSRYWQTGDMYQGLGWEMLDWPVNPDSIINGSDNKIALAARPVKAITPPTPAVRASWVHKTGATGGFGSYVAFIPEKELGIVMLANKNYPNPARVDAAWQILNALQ
#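 AmpC (5.3 nM in the dispensed reagent) in 20 mM phosphate pH 7.0 with 0.01% (detergent screen) or 0.0001% Triton X-100 was preincubated with compounds for 15 min at room temperature. Nitrocefin was then added from an 800 uM solution, and hydrolysis was followed at 480 nm.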
# AMA1-RON2 inh: AMA1-RON2 (P. falciparum) interaction inhibition | Potency, µM (series often up to 58.2 µM), for the others: top-dose activity change, negative = inhibition, hits mostly inhibitors | AID 720542 | 360,000 compounds, 0.2% hits | AlphaScreen AMA1-biotinylated RON2 peptide binding;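 note: potency is the fitted concentration of half-maximal effect; 0% = vehicle wells and -100% = peptide control; nearly all actives have a fitted effect of over 45% in size; some results filed as inactive show a strong effect at the top dose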
#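 AMA1 (3D7) with his tag at 25 nM final met compounds first, then biotinylated RON2 peptide at 25 nM; detection used donor plus acceptor beads, 10 µg/mL apiece, read by AlphaScreen after 30 min at room temperature.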
# FBPA Giardia inh: inhibitors of Giardia lamblia fructose-1,6-bisphosphate aldolase | A8B2U2 | purified Giardia FBPA | Potency, µM (titrated, usually from 59.6 µM), for inactives: at the top dose activity, negative = inhibition, hits mostly inhibitors | 290,000 compounds, 0.71% hits | AID 2451; note: potency is the fitted concentration of half-maximal effect; nearly all actives have a fitted effect of over 55% in size
# Target sequence (A8B2U2 whole entry, looked up): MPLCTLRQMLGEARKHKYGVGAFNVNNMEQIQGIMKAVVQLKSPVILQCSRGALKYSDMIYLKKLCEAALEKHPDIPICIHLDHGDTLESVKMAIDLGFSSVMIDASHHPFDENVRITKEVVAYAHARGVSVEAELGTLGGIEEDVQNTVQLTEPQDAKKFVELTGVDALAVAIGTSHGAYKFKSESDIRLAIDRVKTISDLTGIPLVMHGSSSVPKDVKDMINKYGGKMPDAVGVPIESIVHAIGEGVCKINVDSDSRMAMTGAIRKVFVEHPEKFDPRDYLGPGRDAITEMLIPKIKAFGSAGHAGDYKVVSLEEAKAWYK
#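 Giardia FBPA (40 nM reagent) was preincubated 10 min at RT with compound (up to 57.5 uM final), then substrate plus GAPDH/TPI/NAD/arsenate coupling system with diaphorase/resazurin was added; resorufin fluorescence (525/598 nm) was read after 20 min.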
# Sm TGR block: S. mansoni TGR enzyme inhibition; Potency, µM (doses to about 114 µM), for the others: at the highest dose activity change, negative = inhibition, hits mostly inhibitors; Q962Y6; purified TGR, DTNB reduction, TNB absorbance 405 nm; 360,000 compounds, 3% hits; note: potency is the fitted concentration of half-maximal effect; nearly all actives have a fitted effect of over 60% in size
#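 TGR 20 nM + NADPH 100 uM (dispensed conc.), cpd preinc 15 min RT; start with NADPH (500 uM addition) then DTNB (15 mM addition). Kinetic TNB absorbance, 405 nm filter. Four-parameter Hill fit across titration.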
# HCMV antiviral: blocks human cytomegalovirus replication; HFF cells, HCMV-luciferase reporter, 72 h; active compounds read low; activity change, negative = inhibition, % at 57.5 µM; 410,000 compounds, 4.5% hits; AID 1259415; in the data active = activity change below about -60%; inconclusive = no clear call, values can overlap the other calls; inactive = above about -39%
#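 Two-dose cell screen: HFF monolayers treated with compounds and infected with luciferase-expressing HCMV at 1 PFU/cell, 72 h at 37C, then lysed for luciferase measurement.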
# AmpC inh no detg: blocks E. coli AmpC beta-lactamase in detergent-free assay; P00811; 330,000 compounds, 0.52% hits; AmpC nitrocefin hydrolysis, absorbance 480 nm, 0.0001% Triton; Potency, µM (doses to about 57.1 µM), without a hit: at the top dose activity change, negative = inhibition, most hits filed as inhibitors; AID 485341;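 note: potency is the fitted concentration of half-maximal effect; plate controls were no compound for no effect and no enzyme for full effect; nearly all actives have a fitted effect of over 20% in size; some results filed as inactive show a strong effect at the top dose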
#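 AmpC (5.3 nM in the dispensed reagent) in 20 mM phosphate pH 7.0 with 0.01% (detergent screen) or 0.0001% Triton X-100 was preincubated with compounds for 15 min at room temperature. Nitrocefin was then added from an 800 uM solution, and hydrolysis was followed at 480 nm.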
# An asterisk follows results filed as active; ? = inconclusive; nt = no result given; & = joins results of further samples; [ ] = dose if it differs, or a comment. Unless noted, calls come from the whole dose curve; as a rule, active = well fitted curve in the direction sought with a large enough effect; inconclusive = small, poorly fitted or top-dose-only effect, or another doubt; inactive = no such curve, though single readings can be large; an effect the other way counts as inactive or inconclusive. Unless noted, % is set by controls: 0 for no effect and ±100 for the full control effect.
# Each structure is followed by: AmpC detergent	AMA1-RON2 inh	FBPA Giardia inh	Sm TGR block	HCMV antiviral	AmpC inh no detg
Cc1nn(CC(=O)Nc2ccccc2C(F)(F)F)c(=O)c2cccn12
    1.6%&20.7%	-1.6%	-3.7%	-1.2%&-9.9%	-27.6&-0.4	3.2%
Cc1cc(C)c(-c2csc(-c3cc4ccccc4oc3=O)n2)cc1C
    28.2%	nt	nt	1.8%	6.9	nt
Cc1ccnc(NC(=O)Nc2ccc(Br)cc2Cl)c1
    -10.9%	-10.1%	3.7%	3.0%	-22.7	-10.1%
CCc1nnc(NC(=O)c2ccc(-c3ccccc3Cl)o2)s1
    0.3%	15.2%	-2.0%	1.7%	-1.5	-13.0%
C=CCN1C(=O)C(=O)N(CC(=O)NCC(=O)Nc2ccc(F)c(F)c2F)C1=O
    nt	3.0%	nt	nt	2.7	-0.6%
O=C1C(=O)N(CCS(=O)(=O)c2ccccc2)c2ccc(Cl)cc21
    -14.7%	6.1%	?	-12.6%	-38.5	-28.2%
CN(C)S(=O)(=O)c1ccc(Cl)c(NC(=O)CSc2nc3c(cc2C#N)C(=O)CC(C)(C)C3)c1
    1.7%	4.6%	4.0%	-1.1%	?	-38.1%
Cn1nc(C(=O)OCC(=O)c2ccccc2)c2ccccc2c1=O
    nt	7.9%[11.6 µM]	nt	nt	1.3	-1.2%
O=c1[nH]c2c(s1)C(c1ccc(O)cc1)C1C3CCC(C3)C1S2 (stereo unspecified)
    -13.7%	7.3%	-1.9%	-17.3%	-38.5	44.7µM*
CCc1nn(-c2ccccc2)c(N)c1-c1ccc(OC)c(OC)c1
    -9.7%	-18.0%	0.1%	0.8%	67.5	0.9%
CC(=O)N(c1ccc2oc(=O)sc2c1)S(=O)(=O)c1ccc(C)cc1
    -2.8%	-2.2%	-11.5%	5.4%	?	-48.7%
O=C(NCCCCc1ccccc1)C12CN(Cc3ccccc3)CC1C(c1cccc([N+](=O)[O-])c1)=NO2 (stereo unspecified)
    -0.3%	?	0.5%	28.6%	21.7	-2.0%
CC(=O)n1cc(/C=N/NC(=O)c2sc(C)nc2C)c2ccccc21
    2.4%	8.6%	nt	5.1%	28.9	81.1%[activator]
Cc1cccc(N(Cc2ccc(Cl)cc2)S(C)(=O)=O)c1
    1.8%	1.9%	8.0%	-3.5%	-15.5	12.7%
COc1ccc(/C=N/NC(=O)c2cccc(C(F)(F)F)c2)cc1
    4.2%	7.4%	-8.7%	-0.6%	27.6	-24.9%
O=[N+]1C2=C(CCCC2)N([O-])C12CCCC2
    -7.0%	44.9%[activator]	-20.2%	-30.7%	8.4	-9.5%
O=C(CCCc1nc(-c2ccc(Cl)cc2)no1)NCC1CCCO1 (stereo unspecified)
    -13.3%	-7.3%	6.2%	2.1%	3.6	38.2%
CC(=O)Nc1ccccc1NS(=O)(=O)c1ccccc1[N+](=O)[O-]
    -2.7%	6.8%	9.3%	6.6%	-18.7	-8.3%
O=C(CSc1nccc(=O)[nH]1)c1c[nH]c2ccccc12
    -7.6%	-3.1%	-4.7%	-13.1%	-0.8	39.3%
O=[N+]([O-])c1ccc(N2CCNCC2)cc1N1CCCCC1
    4.5%	0.0%	-2.7%	-29.2%	-13.8	-11.8%
O=C(/C=C/c1ccc(Cl)cc1)N(c1ccccn1)C1CCCCC1
    1.0%	7.6%[11.6 µM]	0.4%	-0.5%	?	-31.5%
O=C(Nn1c(C2CCCCC2)nc2ccccc2c1=O)c1ccc([N+](=O)[O-])cc1
    -11.9%	-8.8%	9.2%	-2.4%	?	-24.9%
CCC(=O)c1c(NC(CC)CO)cc(C)oc1=O (stereo unspecified)
    3.1%	3.4%	4.6%	0.5%	4.7	-4.0%
O=C(CSc1nnnn1-c1ccc(F)cc1)Nc1ccc(N2CCOCC2)c(Cl)c1
    ?	-8.6%	0.6%	10.9%	?	-11.5%
CCCCn1c(N)c(N(Cc2ccccc2OC)C(=O)CCSC)c(=O)[nH]c1=O
    -3.5%	-5.4%	nt	0.0%	57.9	-8.0%
Cn1c(CNC(=O)c2ccc(Cl)cc2)nnc1SCC(=O)Nc1sc2c(c1C#N)CCCC2
    0.9%	2.5%	7.0%	?	7.1	-22.0%
COc1cccc(N(C(=O)CS(=O)CC(=O)Nc2ccc(F)cc2)C(C(=O)NC2CCCCC2)c2cccs2)c1 (stereo unspecified)
    -16.0%	-1.4%	1.5%	-3.2%	-14.3	44.6%
CC(=O)c1cccc(NC(=O)N[C@@H](CC(C)C)C(=O)O)c1
    2.3%	53.1%[activator]	4.4%	1.1%	11.7	-18.4%
Cc1c(Cl)cccc1NC(=O)Cn1c(=O)nc(-c2ccccc2)c2ccccc21
    1.7%	nt	nt	1.7%	-87.1*	nt
CCN(CC)S(=O)(=O)c1ccc2oc(Nc3ccc(OC)cc3OC)nc2c1
    0.4%	-8.7%	-22.8%	-18.2%	4.1	39.5%

# (further entries)
# Each structure is followed by: AmpC detergent	AMA1-RON2 inh	FBPA Giardia inh	Sm TGR block	HCMV antiviral	AmpC inh no detg
COc1ccc(C(=O)NCCCCCCNC(=O)c2ccc(OC)cc2)cc1
    2.6%	-4.1%	1.4%	-12.1%	46.2	-4.3%
Cc1ccc(NC(=O)c2cccs2)cc1NC(=O)c1ccc(F)cc1
    ?	-0.3%	-4.5%	-33.9%	113.4	-43.4%
COc1cccc(N2CC(NS(=O)(=O)c3cccnc3)CC2=O)c1 (stereo unspecified)
    -10.7%	-8.0%	nt	-32.4%	-7.4	-10.1%
Cc1ccc(S(=O)(=O)N2CCN(CC(=O)Nc3ccccc3C(=O)NC3CC3)CC2)cc1
    ?	14.3%	nt	0.6%	-23.0	0.8%
CCCSc1nnc(CNS(=O)(=O)c2ccc(C)cc2)n1C
    -0.9%	0.0%	2.2%	-5.6%	35.3	0.0%
CCc1noc(C)c1C(=O)OC(C)C(=O)Nc1ccc(Cl)cn1 (stereo unspecified)
    ?	-8.6%	nt	-7.7%	-5.9	-13.3%
O=C(N/N=C/c1ccc2c(c1)OCO2)c1cc(-c2ccco2)nc2ccccc12
    -10.3%	-6.8%	nt	-19.7%	-24.3	-15.4%
Cc1ccccc1NC(=O)CSc1nnc(CNC(=O)c2ccco2)n1C
    -0.6%	-14.4%	nt	1.2%	-29.1	29.5%
CCOc1ccccc1NC(=O)C(OC(=O)c1ccc(CC)cc1)c1ccccc1 (stereo unspecified)
    -3.2%	35.3%[activator]	-0.5%	-4.4%	?	32.3%
Nc1cccc2c1C(=O)N(CCOc1ccccc1F)C2=O
    -6.7%	62.6%[activator]	-2.3%	-1.5%	82.7	-33.7%
CCc1nnc2c3ccccc3nc(N3CCN(c4cc(C)ccc4C)CC3)n12
    13.4%	nt	nt	11.4%	8.1	nt
O=C(CCNC(=O)c1ccc([N+](=O)[O-])cc1)Nc1ccc(N2CCOCC2)cc1N1CCOCC1
    -1.6%	0.1%	-4.0%	-9.0%	-34.0	-15.5%
Cc1ccc(-c2nc3ccc(Cl)cc3n2OC(C)C(=O)O)cc1 (stereo unspecified)
    1.7%	-2.6%	-26.7%	nt	150.4	-10.8%
O=C(O)CCSc1nnc(SCC(=O)NCC(F)(F)F)s1
    -14.2%	-0.6%	-0.6%	6.3%	77.8	-18.7%
CC1CCN(C(=O)c2cnn(-c3cccc(Cl)c3)c2C2CCN(C(=O)OC(C)(C)C)CC2)CC1
    23.6%	nt	nt	4.5%	1.6	nt
C/C(=N/NS(=O)(=O)c1cccc([N+](=O)[O-])c1)c1c[nH]c2ccccc12
    8.6%	3.7%	nt	44.7µM*	-9.9	-23.5%
COc1ccc2cc(C3=CC(=O)C[C@H](c4ccc5c(c4)OCO5)C3)ccc2c1
    5.0%	-0.8%	nt	7.6%	-19.6	-24.9%
NC(=O)c1ccccc1N=Cc1ccccn1
    1.2%	-3.5%	5.8%	-1.5%	?	-9.7%
COc1ccc(CCNC(=O)C(=O)NN=C2CCCCCCC2)cc1OC
    -3.6%	94.2%[activator]	1.7%	4.5%	?	14.7%
Cc1cc(C(=O)O)c2ccccc2n1
    -11.5%	2.4%	1.8%	0.0%	-4.9	-4.3%
CCn1cc(C(=O)OCC(=O)c2cc(C)n(-c3ccc(OC(F)F)cc3)c2C)c(=O)c2ccc(C)nc21
    -4.4%	-0.8%	13.1%	-33.6%	-21.4	-9.0%
C[C@H](NC(=O)OC(C)(C)C)c1nnc(SCC(=O)Nc2cccc(Cl)c2)o1
    -14.1%	3.6%	-2.6%	-4.7%	-25.8	3.0%
COc1ccc(NC(=O)CCNS(=O)(=O)c2ccc(NC(C)=O)cc2)cc1Cl
    ?	6.6%	14.9%	7.5%	-14.6	-13.0%
COc1cccc(NC(=O)c2ccccc2-c2ccccc2C(=O)O)c1
    ?	0.0%	19.5%	1.5%	72.5	-13.9%
O=C(Cn1nc(-c2ccccc2)c2cnc3ccc(F)cc3c21)NC1CCCC1
    -1.7%	nt	nt	3.8%	17.2	nt
O=C(CNC1CCCCCC1)c1cccs1
    -14.5%	-11.4%	2.5%	1.3%	5.9	-14.4%
CCOC(=O)COc1cc(OCC(=O)OCC)c2c3c(c(=O)oc2c1)CCCC3
    3.5%	-8.1%	9.3%	-19.0%	-23.3	6.0%
CCOc1ccc(CCn2c3c(c(=O)[nH]c2=O)C(NC(=O)c2ccccc2)(C(F)(F)F)C(=O)N3)cc1OCC (stereo unspecified)
    -0.6%	nt	nt	12.6%	-8.8	nt
C=CCc1cc(Cl)ccc1OCCNCCOC
    -3.3%	-26.5%	6.6%	-25.1%	2.3	112.1%[activator]
O=c1nc2ccccc2c2n1CC(CN1CCN(c3ccccc3F)CC1)N2 (stereo unspecified)
    -0.3%	35.9%[activator]	3.1%	2.0%	?	-8.1%

# A few values from above.
# In AmpC detergent, CC(=O)N(c1ccc2oc(=O)sc2c1)S(=O)(=O)c1ccc(C)cc1 is listed with -2.8%
# In HCMV antiviral, CCn1cc(C(=O)OCC(=O)c2cc(C)n(-c3ccc(OC(F)F)cc3)c2C)c(=O)c2ccc(C)nc21 is listed with -21.4

# Carrying on.
# Each structure is followed by: AmpC detergent	AMA1-RON2 inh	FBPA Giardia inh	Sm TGR block	HCMV antiviral	AmpC inh no detg
CC(C)(C)OC(=O)NN=C(c1ccc(O)cc1)c1ccc(O)cc1
    0.0%	-5.9%	-1.3%	-5.9%	6.6	-27.0%
CCc1cc2c(=O)c(-c3ccc4c(c3)OCCO4)coc2c(CN2CCCCC2C)c1O (stereo unspecified)
    -0.8%	9.4%	-0.3%	-2.0%	-61.5*	-14.6%
COc1cc(NC(=O)CNC(c2ccccc2)c2ccccc2)cc(OC)c1OC
    -3.3%	-24.2%	0.5%	-8.2%	-1.3	62.1%[activator]
COc1ccc(C)cc1NC(=O)c1ccc2nc(Cc3ccccc3)oc2c1
    25.3%	nt	nt	1.3%	-22.5	nt
